Screens from PubChem BioAssay.
PAD4 FP inh: PAD4 (human) enzyme inhibition; 330,000 compounds, 0.41% hits; recombinant PAD4, RCA probe fluorescence polarization; AID 485272; Q9UM07; inhibition, % at 6.36 µM;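 active means percent inhibition above a cutoff equal to the mean of all tested compounds plus 3 SD, cut at about 15% in these data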;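 further: 0% = PAD4 with RCA probe and DMSO and 100% = probe without PAD4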
Target sequence (Q9UM07 whole entry, looked up): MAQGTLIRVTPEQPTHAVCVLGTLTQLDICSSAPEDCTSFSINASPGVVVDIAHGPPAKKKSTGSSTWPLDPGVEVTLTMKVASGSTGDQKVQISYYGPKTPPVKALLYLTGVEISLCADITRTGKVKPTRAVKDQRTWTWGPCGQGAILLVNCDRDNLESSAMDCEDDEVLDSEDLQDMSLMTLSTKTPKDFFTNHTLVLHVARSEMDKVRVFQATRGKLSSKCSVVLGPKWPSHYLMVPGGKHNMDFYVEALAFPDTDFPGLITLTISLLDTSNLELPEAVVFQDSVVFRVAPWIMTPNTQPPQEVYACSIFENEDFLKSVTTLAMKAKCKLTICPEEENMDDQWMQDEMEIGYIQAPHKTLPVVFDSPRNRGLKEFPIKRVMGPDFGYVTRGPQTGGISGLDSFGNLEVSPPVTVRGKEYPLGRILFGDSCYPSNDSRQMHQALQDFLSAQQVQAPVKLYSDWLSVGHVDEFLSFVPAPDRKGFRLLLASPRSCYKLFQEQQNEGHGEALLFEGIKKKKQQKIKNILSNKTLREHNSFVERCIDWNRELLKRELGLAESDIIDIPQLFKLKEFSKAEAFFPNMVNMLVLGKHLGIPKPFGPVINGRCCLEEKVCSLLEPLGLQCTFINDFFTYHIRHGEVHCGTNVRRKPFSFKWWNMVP
Fam108B inh: counter-screen for RBBP9 inhibitors: inhibitors of mouse Fam108B; recombinant Fam108B, FP-Rh probe fluorescence polarization; inhibition, % at 9.51 µM; 300,000 compounds, 0.33% hits; AID 1947;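 active means inhibition above the screen mean inhibition plus 3 SD, computed separately per campaign, cut at about 18% in these data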;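 further: inhibitors lower polarization as less probe binds the enzyme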
PAFAH2 FP inh: PAFAH2 (human) inhibition. Q99487. recombinant PAFAH2, FP-rhodamine activity probe, fluorescence polarization. inhibition, % at 3.39 µM. 340,000 compounds, 0.99% hits;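 active means inhibition above the mean over all tested compounds plus 3 SD, cut at about 30% in these data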;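 further: inhibitors block probe labeling of enzyme so polarization drops; 0% = enzyme with DMSO and 100% = wells lacking PAFAH2 protein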
PAFAH1B2 inh: blocks human PAF acetylhydrolase 1b catalytic subunit 2; P68402; recombinant PAFAH1B2, FP-rhodamine activity probe, fluorescence polarization; inhibition, % at 3.39 µM; 340,000 compounds, 1.2% hits;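 active means inhibition above the mean of all tested compounds plus 3 SD, cut at about 24% in these data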;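 further: 0% = enzyme with DMSO and 100% = wells lacking PAFAH1B2; many of its hits are not listed in these tables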
Target sequence (P68402 whole entry, looked up): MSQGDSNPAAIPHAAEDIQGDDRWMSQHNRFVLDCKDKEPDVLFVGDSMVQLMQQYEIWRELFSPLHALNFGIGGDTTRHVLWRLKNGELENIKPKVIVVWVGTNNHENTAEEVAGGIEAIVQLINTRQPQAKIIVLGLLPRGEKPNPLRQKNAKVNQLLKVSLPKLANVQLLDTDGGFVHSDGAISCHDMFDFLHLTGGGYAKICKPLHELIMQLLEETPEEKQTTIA
PME-1 inh: PME-1 (human) inhibition. 320,000 compounds, 0.53% hits. inhibition, % at 5.9 µM. recombinant PME-1, FP-Rh probe fluorescence polarization. Q9Y570;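 active means inhibition above the campaign mean of all compounds plus 3 SD, cut at about 26% in these data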;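 further: competitive labeling of PME-1 active site by serine hydrolase directed probe; 0% = PME-1 with DMSO and 100% = wells lacking PME-1 enzyme; inhibitors block probe labeling so polarization falls and inhibition rises; many of its hits are not listed in these tables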
pPAFAH FP inh: pPAFAH (human) enzyme inhibition; recombinant pPAFAH, FP-rhodamine probe fluorescence polarization; inhibition, % at 3.39 µM; 330,000 compounds, 1.5% hits; AID 463082;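 active means inhibition above the mean inhibition across the screen plus 3 SD, cut at about 25% in these data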;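 further: inhibitors block binding of the rhodamine activity-based probe so polarization drops; 0% = enzyme with DMSO and 100% = wells lacking pPAFAH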
LYPLA1 inh: counter-screen for PME1 inhibitors: inhibitors of human LYPLA1. 320,000 compounds, 0.16% hits. inhibition, % at 5.9 µM. O75608. recombinant LYPLA1, FP-Rh probe fluorescence polarization;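 active means inhibition above the mean of all tested compounds plus 3 SD, set per campaign, cut at about 14% in these data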;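 further: inhibitors block serine hydrolase probe labeling of LYPLA1 so polarization falls; 0% = enzyme with DMSO and 100% = wells lacking LYPLA1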
GSTO1 counter: blocks human GSTO1 in RBBP9 counter-screen. 300,000 compounds, 1.1% hits. AID 1974. inhibition, % at 5.96 µM. recombinant GSTO1, activity-based probe fluorescence polarization;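 active means inhibition above the campaign mean inhibition plus 3 SD, cut at about 35% in these data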;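 further: 0% = GSTO1-1 with DMSO and 100% = wells lacking GSTO1-1 enzyme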
PAFAH1B3 FP inh: blocks human PAF acetylhydrolase 1B catalytic subunit 3. AID 492972. inhibition, % at 3.39 µM. 340,000 compounds, 0.28% hits. Q15102. recombinant PAFAH1B3, FP-rhodamine probe, fluorescence polarization;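 active means inhibition above the screen-wide average of all tested compounds plus 3 SD, cut at about 25% in these data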;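 further: 0% = enzyme with DMSO only and 100% = wells lacking PAFAH1B3 protein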
Active calls of the source: *; . = not tested or not shown. Only part of the results is shown (hit frequency here may not be typical).

SMILES | PAD4 FP inh | Fam108B inh | PAFAH2 FP inh | PAFAH1B2 inh | PME-1 inh | pPAFAH FP inh | LYPLA1 inh | GSTO1 counter | PAFAH1B3 FP inh
COc1cccc(NC(=O)COC(=O)C2CC3CCCC(C2)C3=O)c1 (stereo not drawn) | -0.1 | . | 58.1* | 9.4 | 1.0 | -2.5 | -1.6 | . | -1.6
CS(=O)(=O)N(CC(=O)NCCSCc1ccccc1Cl)c1ccc(F)cc1 | 0.7 | -1.9 | 5.7 | 3.9 | -0.2 | 5.1 | -0.1 | 0.5 | 4.2
Cc1cc(C)nc(-n2cc(C(=O)c3cc(F)ccc3O)cn2)n1 | -6.6 | -5.0 | 0.8 | -0.1 | -2.8 | 4.6 | 1.5 | -0.1 | 14.0
COc1ccc(/C=C2\SC(=O)N(CC(=O)NC3CCS(=O)(=O)C3)C2=O)cc1 (stereo not drawn) | 4.8 | -2.7 | 6.2 | 2.8 | 2.6 | 3.4 | -2.0 | 10.7 | -1.0
COc1cccc(CNC(=O)CCC2CCCN(C(=O)c3cc(C4CC4)[nH]n3)C2)c1 (stereo not drawn) | -1.6 | 3.7 | 0.3 | -2.0 | 7.1 | 8.6 | -1.7 | 1.4 | 10.7
Cn1cc(S(=O)(=O)c2ccccc2)c(=O)c2cc(F)c(N3CCOCC3)cc21 | 2.2 | 2.2 | -6.4 | -8.5 | -0.3 | 1.5 | -1.8 | 4.9 | -3.5
CC1CC(C)CN(C(=O)CNS(=O)(=O)c2ccc(Br)s2)C1 (stereo not drawn) | 2.2 | -1.1 | 4.2 | 21.5 | 1.6 | -3.4 | -1.3 | 0.8 | 8.0
CC(=O)n1cc([C@H]2C=C(C(=O)N3CCN(Cc4ccc5c(c4)OCO5)CC3)O[C@@H](OCCCCO)C2)c2ccccc21 | -3.2 | 1.2 | -0.3 | -1.1 | 0.7 | 3.9 | -6.8 | 7.1 | 11.7
CNC(=S)N(Cc1ccc(OC)cc1)C1CC(=O)N(c2ccc(OC)cc2)C1=O (stereo not drawn) | 1.6 | -3.8 | -0.1 | 1.8 | 0.2 | -8.1 | -2.6 | -4.8 | 0.3
CCCCOc1ccc(C(C)NC(=O)CCS(=O)(=O)Cc2ccc(Cl)cc2)cc1 (stereo not drawn) | -4.7 | -7.9 | -2.9 | 1.4 | -2.4 | 0.4 | -1.6 | 0.8 | 2.2
O=C(N/N=C/c1ccccn1)c1cccc(S(=O)(=O)N2CCCC2)c1 | 3.2 | 10.3 | 4.6 | 5.8 | 4.8 | 4.0 | -3.0 | 5.4 | -0.4
C=CCn1c(SCC(=O)Nc2cc(C)on2)nnc1C1COc2ccccc2O1 (stereo not drawn) | 0.6 | -3.0 | 4.2 | 0.5 | -0.5 | -1.9 | 1.9 | -8.2 | 12.7
Cc1ccc(S(=O)(=O)c2cc3ccc(O)cc3oc2=O)cc1C | 0.0 | 8.6 | 4.7 | 1.1 | 4.2 | 9.3 | 1.2 | -3.1 | 0.1
Cc1nnc2sc(-c3ccc(NC(=O)c4ccc(-c5ccc(Cl)cc5Cl)o4)cc3)nn12 | -3.1 | -6.5 | -20.3 | -10.9 | -12.1 | 2.4 | -6.4 | -29.2 | -22.2
CC(CCc1ccccc1)NCC(O)COc1ccccc1 (stereo not drawn) | 0.1 | -5.0 | 0.1 | 5.0 | 2.0 | 0.1 | 1.4 | 0.5 | -2.7
CS(=O)(=O)N1CCN(C(=O)Cc2ccc(Br)cc2)CC1 | -1.8 | 1.8 | 6.0 | -1.4 | 3.1 | -1.3 | 5.4 | -3.7 | 11.7
COc1ccc(C2C(C(=O)c3sc(C)nc3C)=C(O)C(=O)N2CCCn2ccnc2)cc1 (stereo not drawn) | -1.0 | 2.7 | 0.1 | 5.5 | -3.0 | -0.6 | -0.5 | 10.2 | 5.0
CS(=O)(=O)N(CC(=O)N1CCc2ccccc2C1)c1ccccc1F | 0.6 | 0.8 | . | . | 0.5 | 4.4 | -2.7 | -11.7 | .
COc1ccc(C2(C)NC(=O)N(CC(=O)NCc3ccccc3F)C2=O)cc1 (stereo not drawn) | 0.1 | 1.2 | 3.7 | 2.0 | 2.1 | -1.3 | 0.3 | -3.2 | -0.6
COc1ccccc1C1C(C#N)=C(N)N(N(C)C)C2=C1C(=O)CC(C)(C)C2 (stereo not drawn) | -5.1 | -1.2 | -1.9 | 6.4 | -1.4 | 10.1 | -1.7 | -0.2 | -2.8
CCOc1ccccc1N1CCN(C(=O)c2ccc(-c3ccc(OC(C)=O)cc3)cc2)CC1 | 1.0 | -1.5 | 8.8 | 2.6 | -2.4 | 8.2 | 1.3 | -1.5 | 4.0
Cc1ccc2cc(CCNC(=O)c3ccc(S(=O)(=O)N4CCOCC4)cc3)c(=O)[nH]c2c1C | -0.3 | 1.2 | -0.8 | 9.9 | 6.2 | 5.0 | -4.5 | -25.8 | 3.9
Cc1onc(-c2c(Cl)cccc2Cl)c1C(=O)NN1CCCCCC1 | 1.0 | -2.2 | 2.7 | -0.6 | -1.5 | 0.2 | -0.5 | 0.1 | 4.7
COc1ccc(-c2nnc(OCc3nc4ccccc4n3C)c3ccccc23)cc1 | -1.1 | 3.6 | 6.2 | 1.2 | 6.2 | 0.8 | -4.0 | 2.1 | 0.8
CC(Sc1nnc(-c2cccs2)n1C1CC1)C(=O)NCC1CCCO1 (stereo not drawn) | 0.1 | . | 3.2 | 0.1 | -7.0 | 0.6 | -4.4 | . | 0.0
O=C(O)CCCNc1n[nH]c(=O)[nH]c1=O | 1.8 | 3.0 | 11.2 | 3.6 | -1.6 | 1.3 | -3.6 | -1.2 | 3.4
CC(=O)Nc1cc2c3c(c1)CCC(=O)N3CCC2 | 1.1 | -0.9 | 1.2 | 1.8 | -3.1 | 2.4 | -3.2 | -1.5 | -1.1
CCCCn1c(SCC(=O)N(C)C)nnc1-c1ccncc1 | -2.3 | 3.6 | -8.3 | 9.8 | 3.3 | -0.3 | 0.1 | 7.9 | 2.9
Cc1cccc(-c2nnc(SCc3nc4ccccc4[nH]3)n2Cc2ccco2)c1 | -5.6 | -6.8 | -38.5 | 1.8 | 0.9 | 0.7 | -4.9 | -5.8 | 9.7
CC(C)(C)C(=O)Nc1nnc(SCC(=O)Nc2nccs2)s1 | 1.9 | 3.7 | 2.3 | 2.8 | -1.4 | 1.5 | -0.4 | -4.9 | 1.5
O=C(CSCc1c[nH]c(=O)[nH]c1=O)OCC(=O)c1ccc(Br)cc1 | -10.6 | -4.3 | 0.0 | 17.9 | -7.9 | 4.3 | -2.0 | -0.1 | 1.1
CCCCn1c(-c2ccccc2)cnc1SCC(=O)NCCc1ccc(OC)c(OC)c1 | 2.5 | 7.2 | -0.2 | 6.5 | -1.2 | 1.6 | -0.3 | 6.5 | 6.9
Cc1ccc(-n2c(Cc3ccccc3)n[nH]c2=S)c(C)c1 | 0.9 | -2.9 | -1.6 | 6.7 | -11.1 | -4.8 | -4.0 | 12.2 | 3.5
CN1CCN(CC(=O)Nc2ccc(OC(F)(F)F)cc2)CC1 | -15.9 | -1.4 | -3.1 | -0.1 | 3.7 | 1.8 | -2.3 | -7.2 | 9.8
Cc1ccc(C(=O)COC(=O)c2ccccc2N2C(=O)C3C4CCC(C4)C3C2=O)cc1C (stereo not drawn) | -1.6 | -0.3 | 6.7 | 2.6 | -6.9 | 3.0 | -0.9 | 1.3 | 4.4
COc1cccc(NC(=O)c2ccccc2-c2nc(-c3cccc(C)c3)no2)c1 | -0.2 | -25.4 | -7.2 | -17.6 | -41.7 | -5.8 | -25.1 | -18.6 | -5.3
COc1ccc(Nc2nc(NCC3CCCO3)c3ccccc3n2)c(OC)c1 (stereo not drawn) | -3.9 | -0.1 | -7.2 | 2.8 | 4.6 | 20.3 | -0.8 | 5.1 | 13.4
Cn1nnnc1SCC(=O)Nc1cccc([N+](=O)[O-])c1 | -3.7 | -1.8 | . | . | -2.6 | 1.6 | 0.9 | 4.2 | .
O=C(NCc1cccc(Cl)c1)NCc1cccc(Cl)c1 | 0.6 | 2.1 | 1.9 | 3.7 | 0.2 | 0.4 | -2.5 | 22.4 | 9.1
CCOC(=O)c1ccc(NC(=O)CSc2nnc(COc3ccccc3OC)n2CC)cc1 | 0.7 | -3.8 | -1.5 | -2.8 | 8.5 | -2.8 | -5.0 | 2.8 | -2.0

The list goes on, overlapping the part above by two compounds.
SMILES | PAD4 FP inh | Fam108B inh | PAFAH2 FP inh | PAFAH1B2 inh | PME-1 inh | pPAFAH FP inh | LYPLA1 inh | GSTO1 counter | PAFAH1B3 FP inh
O=C(NCc1cccc(Cl)c1)NCc1cccc(Cl)c1 | 0.6 | 2.1 | 1.9 | 3.7 | 0.2 | 0.4 | -2.5 | 22.4 | 9.1
CCOC(=O)c1ccc(NC(=O)CSc2nnc(COc3ccccc3OC)n2CC)cc1 | 0.7 | -3.8 | -1.5 | -2.8 | 8.5 | -2.8 | -5.0 | 2.8 | -2.0
C=CCn1cnc2c(nnn2-c2ccc(C)c(Cl)c2)c1=O | -2.7 | -1.6 | -6.7 | 0.3 | -0.7 | 5.6 | 0.4 | -3.7 | 3.0
CC(C)(C)C(=O)Nc1nc(-c2ccc3c(c2)OCO3)cs1 | -5.3 | 3.0 | 6.3 | 0.6 | 1.3 | 7.2 | 0.2 | 5.5 | 3.6
COc1cccc(C(=O)Oc2cc(C)[nH]c(=O)c2[N+](=O)[O-])c1 | 2.8 | -4.7 | -0.3 | -1.3 | -12.2 | -5.1 | 0.4 | -4.7 | 8.8
CC(=O)Nc1cccc(NC(=S)Nc2cccc(Cl)c2Cl)c1 | -4.4 | 4.4 | -7.4 | 4.1 | -6.3 | -1.2 | -3.0 | 7.9 | -0.6
CCc1cccc(C)c1NC(=O)C1CCN(C(=O)c2ccc([N+](=O)[O-])cc2)CC1 | 2.2 | -0.7 | 2.8 | 1.8 | -2.8 | -1.3 | 1.0 | 0.6 | 6.1
O=[N+]([O-])c1ccc2nonc2c1Nc1cccc(F)c1 | -3.4 | 1.0 | 1.8 | -0.4 | 0.2 | 4.9 | 1.9 | 10.7 | -0.8
CSC(=N/N=C(\N)c1cnccn1)SC | -0.7 | 2.6 | -5.7 | -0.5 | -5.4 | 0.4 | 2.1 | 3.9 | 3.7
COc1cccc(Cn2cnc3c([N+](=O)[O-])c(C)c(C)cc32)c1 | -3.1 | 2.1 | 4.8 | 2.6 | 25.0 | 11.0 | -1.6 | -5.8 | 6.3
Nc1nnnn1/N=C/c1cc(Cl)cc(Cl)c1O | -2.7 | -0.5 | -3.9 | 0.7 | 1.9 | 0.5 | 4.2 | 9.3 | 6.1
COc1cccc(C(=O)/C=C/c2ccc(SC)cc2)c1 | 4.6 | -9.2 | -0.3 | 6.4 | -15.6 | 3.5 | -4.2 | -2.6 | -0.5
COc1ccc2[nH]c(C)c(CCNC(=S)Nc3ccc(F)cc3)c2c1 | -4.1 | 1.6 | -1.7 | -0.1 | 7.8 | 17.6 | -2.0 | -7.6 | 2.4
Cc1cc(C)cc(NC(=S)N2CCC(NC(=O)c3ccco3)CC2)c1 | -3.2 | -0.5 | -1.9 | 0.9 | 2.0 | 1.9 | -0.2 | -7.9 | 5.8
O=C(N/N=C/C1CC2C=CC1C2)c1ccccc1O (stereo not drawn) | -2.8 | 1.6 | 6.5 | 5.9 | 3.6 | 0.6 | -4.0 | 13.7 | 10.1
